F508del corr: F508del CFTR correction, initial screen, CFBE line, single point; CFBE cells, YFP halide quenching; stimulated with forskolin plus potentiator P3; % fluorescence drop versus neutral controls; activity (quench increase), % at 7.58 µM; 350,000 tested, 0.36% active; AID 720511, 2013;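 active means mean added fluorescence quench of at least 8% versus neutral control, with both replicates also reaching 8%; inconclusive means only one of the mean or replicate conditions met; inactive means mean below 8% and not both replicates reaching 8%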;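 further: cells transiently co-express mutant CFTR-F508del with the halide-sensitive YFP; corrector assay measuring rescue of mutant channel to the surface after 24 h compound exposure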
FN deposition inh: inhibitors of fibronectin matrix deposition, primary screen, AH1F cells, Alexa488-fibronectin fluorescence, plate reader; AH1F fibroblasts, overnight; inhibition, % at 12.6 µM; 350,000 tested, 0.086% active;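 active means mean inhibition across replicates of 30% or more, regardless of how many single replicates reach that level; inconclusive means mean under 30% yet at least half of replicates reach 30%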;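 further: positive control wells lacked labelled fibronectin entirely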
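Assay system: AH1F fibroblast monolayer, labelled fibronectin deposition. Amount: 10000 cells per well. Also added: labelled fibronectin 24 nM. Compound: single-point pinned compound. Incubation: cell attachment 1 h, compound and FN exposure overnight. Detection: fluorescence after three HBSS washes, excitation 485 nm, emission 525 nm. Read-out: inhibition of fibronectin deposition signal.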
EWS-Fli block: EWS/Fli-driven NR0B1 reporter inhibitors, primary screen, A673 cells, NR0B1 luciferase, luminescence, MLPCN library. inhibition, % at 12.6 µM. 350,000 tested, 0.67% active. viability-normalised;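 active means mean inhibition of at least 50% after viability correction, with every replicate also passing that limit; inconclusive means mean reaches 50% but only one of two replicates passes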;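 further: firefly luciferase signal divided by Alamar Blue viability fluorescence both relative to DMSO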
DENV2 CPE: inhibitors of DENV2 cytopathic effect, primary screen, cell-based, plate reader, single concentration | DENV2-infected cells, cytopathic effect rescue | 350,000 tested, 1.7% active | CPE inhibition, % at 9.99 µM; in the data active means CPE inhibition above about 20%, passing the limit was not always enough; inconclusive means no clear call, values can overlap the other calls; tested in BHK-21 cells;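 further: 0% = median of neutral control wells and 100% = median of positive control wells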
PAX8 inh HTS: inhibitors of PAX8-driven TPO luciferase reporter, primary screen, RMG-I cells, single concentration | 360,000 tested, 1.2% active | inhibition, % at 12.6 µM | AID 652154, 2013 | SteadyGlo, 24 h;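 active means mean replicate inhibition at least 60% with every replicate also reaching 60%; inconclusive means only one of the two criteria is met; inactive means mean below 60% and not all replicates reaching 60%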;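 further: luciferase light reporting Pax8 driven TPO promoter activity; plate controls were median of neutral control wells for no effect and mitoxantrone controls for full effect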
miR-122 sensor: miR-122 Renilla sensor signal increase in Huh7, primary screen, miR-122 inhibitor project, cell-based, single point, plate reader; 340,000 tested, 0.3% active; activation (reporter increase), % at 12.5 µM; Huh7 miR-122 Renilla luciferase sensor, 48 h; neutral wells = 0, positive control = 100;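 active means mean replicate activation score at least 90 and every replicate individually at or above 90; inconclusive means only one of the two criteria met; inactive means neither criterion met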;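 further: higher luciferase means less miR-122 activity so hits act as miR-122 inhibitors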
INS-1E GSIS act: GLuc luminescence reporter in INS-1E cells, primary screen for activators of glucose-dependent secretion of insulin; activation, % at 16.6 µM; INS-1E GLuc reporter insulin secretion, 2-3 h; AID 743287, 2014; 370,000 tested, 0.61% active;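 active means lowest replicate activation of at least 40%, so every replicate reaches that level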;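 further: 0% = median of neutral control wells and 100% = median of IBMX positive control wells; some compounds called inactive have numbers as strong as hits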
Active calls of the source: *; ? = inconclusive; . = no result given; [ ] = another dose, or the depositor's remark.

SMILES	F508del corr	FN deposition inh	EWS-Fli block	DENV2 CPE	PAX8 inh HTS	miR-122 sensor	INS-1E GSIS act
C[Se]C[C@@H](N)C(=O)O	-2.3	-7.7	14.2	-2.6	8.2	-3.4	0.5
O=C(CNC(=O)OCc1ccccc1)Nc1ccc(Br)cc1C(=O)c1ccccc1Cl	.	-4.1	-19.6	4.0	25.0	.	-17.6
CN(c1ccccc1)P(=O)(N1CC1)N1CC1	-4.7	-7.6	-1.8	-7.5	28.1	.	10.9
CCC(=O)N1N=C2C3CCN(CC3)C2C1c1ccccc1 (stereo unspecified)	-3.0	.	1.3	-3.1	.	.	-4.8
CN1CCN(c2ccc(/C=C3\C(=O)NC(=S)N(c4cccc(Br)c4)C3=O)o2)CC1	.	1.9	.	.	-35.1	.	-9.8
CN1CCN(Cc2cc3c(cc2[N+](=O)[O-])OCO3)CC1	0.6	5.7	0.0	?	11.6	-1.3	26.4
CC/C(=N\NC(=O)c1ccccc1)c1c(O)n(C2CCCCC2)c(=O)[nH]c1=O	-5.2	-1.9	-1.6	-7.6	-17.6	-1.7	-12.4
Cn1cc(C(=O)N2CCOCC2)c2ccccc21	-0.3	-0.3	2.5	4.5	13.7	-0.5	-5.4
CN1CCC2(CC1)NC(=O)c1ccccc1N2	0.8	-2.0	26.5	-1.5	13.4	.	-2.6
O=C1NC(=S)N(c2ccc(Br)cc2)C(=O)/C1=C/N1CCN(C(=O)c2ccco2)CC1	-1.0	-4.2	-11.1	-12.3	-4.1	.	-8.8
Cc1ccccc1-c1ccc([C@H]2[C@H]3CN(C(=O)Cc4ccccn4)CCCCN3[C@H]2CO)cc1	-3.1	.	3.0	-7.8	0.3	2.7[16.7 µM]	4.5
COc1ccc(CCNCc2cccn2C)cc1	-4.1	-4.2	-1.8	0.8	12.8	-2.1	1.4
CCCCCCC(N)CC(=O)O (stereo unspecified)	.	4.1	.	.	-1.6	-4.5	.
CC1([N+](=O)[O-])COP(=O)(NCc2cccnc2)OC1 (stereo unspecified)	0.2	16.2	-2.7	6.3	-17.3	.	0.9
CCCCCn1c(=O)c(C(=O)Nc2ncccc2C)c(O)c2ccccc21	0.0	3.1	4.1	-1.5	10.9	-1.5	.
CN(C)CCN=Cc1c(O)n(Cc2ccco2)c(=O)[nH]c1=O	.	10.6	.	.	.	-2.6	-8.9
Cc1cc(/C=C2\C(=O)NC(=O)N(c3ccc(Cl)cc3)C2=O)c(C)n1C	-0.1	2.9	-12.6	-3.5	30.1	.	-1.0
CC(=O)C1CCC2(O)C3CCC4=CC(=O)CCC4(C)C3CCC12C (stereo unspecified)	0.1	-2.8	-0.4	-8.0	.	-5.1	-1.6
CCOC(=O)CC(SP1(=S)OCC2(CCCCC2)CO1)C(=O)OCC (stereo unspecified)	-3.0	-2.5	-2.8	-1.3	18.5	-1.6	.
COC(=O)C1=C(c2ccc(F)cc2OCc2ccccc2)C[C@@H]2CC[C@H]1N2C(=O)NCc1ccc(C(F)(F)F)cc1	-2.7	5.4	7.0	15.8	87.8*	.	2.2
CSCCC(c1nnnn1C1CCCC1)N1CCC2(CC1)C(=O)NCN2c1ccccc1 (stereo unspecified)	0.5	1.8	4.1	-10.4	2.6	-1.6	-0.7
Cc1cc2oc(=O)cc(-c3cc4ccccc4o3)c2cc1OC(=O)N(C)C	2.6	12.4	16.6	-6.6	-12.7	.	-1.1
CCn1c(O)c(C=NCCN2CCOCC2)c(=O)[nH]c1=S	0.1	2.1	-3.8	-2.6	10.1	.	2.0
Cc1ccsc1CNCCc1ccccc1F	0.0	-3.3	-11.0	15.2	-16.2	-2.9	3.9
CC(CCc1ccccc1)NC(C)C(O)c1ccc(O)cc1 (stereo unspecified)	5.7	-7.5	-5.9	1.6	20.9	1.2	.

Whole records, looked up by structure. Values in the order: F508del corr, FN deposition inh, EWS-Fli block, DENV2 CPE, PAX8 inh HTS, miR-122 sensor, INS-1E GSIS act
C[Se]C[C@@H](N)C(=O)O in the list: -2.3, -7.7, 14.2, -2.6, 8.2, -3.4, 0.5
CN1CCC2(CC1)NC(=O)c1ccccc1N2 in the list: 0.8, -2.0, 26.5, -1.5, 13.4, ., -2.6
Cc1ccsc1CNCCc1ccccc1F in the list: 0.0, -3.3, -11.0, 15.2, -16.2, -2.9, 3.9
CCCCCCC(N)CC(=O)O (stereo unspecified) in the list: ., 4.1, ., ., -1.6, -4.5, .
CCn1c(O)c(C=NCCN2CCOCC2)c(=O)[nH]c1=S in the list: 0.1, 2.1, -3.8, -2.6, 10.1, ., 2.0

Already shown: entries from further up.
SMILES	F508del corr	FN deposition inh	EWS-Fli block	DENV2 CPE	PAX8 inh HTS	miR-122 sensor	INS-1E GSIS act
COc1ccc(CCNCc2cccn2C)cc1	-4.1	-4.2	-1.8	0.8	12.8	-2.1	1.4
CCCCCCC(N)CC(=O)O (stereo unspecified)	.	4.1	.	.	-1.6	-4.5	.

Next results:
SMILES	F508del corr	FN deposition inh	EWS-Fli block	DENV2 CPE	PAX8 inh HTS	miR-122 sensor	INS-1E GSIS act
O=C1NC(=S)NC(=O)C12C(c1ccccc1)NC(=S)NC2c1ccccc1 (stereo unspecified)	1.3	8.6	3.6	.	-7.1	-2.1	10.4
CCOCCCNC(=O)CN1C2CCC1CC(O)(c1ccc(OC)cc1)C2 (stereo unspecified)	1.4	.	1.5	5.5	.	-8.4	8.1
COc1cccc(CNC(=O)CCC(=O)N2C[C@H]3C[C@H](C2)c2cccc(=O)n2C3)c1OC	-4.4	.	4.4	14.6	.	10.3	6.8
COc1ccc2c3c1OC1C(=O)CC[C@@]4(O)[C@@H](C2)N(CC2CC2)CC[C@]314 (stereo partly specified)	0.3	.	-8.8	10.9	.	-1.7	12.6
O=[N+]([O-])c1cc(-n2cnnn2)c(O)c([N+](=O)[O-])c1	2.1	-4.2	-2.2	7.6	2.4	-6.7	-2.4
CN1CC[C@@H]2CN[C@H](c3ccccc3)C[C@@H]21	3.1	-0.3	-6.3	1.6	-20.9	.	34.9
CC12CC(c3ccccc3O1)C(C(=O)OCc1ccccc1)C(=O)N2 (stereo unspecified)	.	1.4	.	.	-11.2	2.1	.
O=C(O)[C@H]1[C@H](CO)[C@H]2Cn3c(ccc(-c4ccncc4)c3=O)[C@@H]1N2C(=O)C1CCC1	1.2	.	-5.0	-2.6	.	8.3[16.7 µM]	20.9
O=C1NC(=O)N(c2ccc3c(c2)OCO3)C(=O)/C1=C/c1ccc(N2CCCC2)o1	-0.8	-3.3	-7.0	77.4*	10.9	.	-10.4
Cc1ccc2c(c1)cc1c(=O)n(CC(=O)N3CCC4(CC3)OCCO4)nc(C)n12	-2.2	3.7	-9.0	5.1	20.9	-7.7	17.5
CCc1cc2c(N3CCN(C)CC3)ncnc2s1	.	3.0	.	.	2.0	-6.4	.
NNC(=O)c1ccc(Cl)cc1	1.1	-4.9	-0.7	-3.4	-21.4	0.0	-1.4
Cc1ccccc1-c1ccc([C@@H]2[C@H]3CN(C(=O)Cc4ccccn4)CCCCN3[C@H]2CO)cc1	-1.4	.	-6.2	-6.9	-7.7	1.8[16.7 µM]	-4.0

Some of the entries above in a different format.
compound,F508del corr,FN deposition inh,EWS-Fli block,DENV2 CPE,PAX8 inh HTS,miR-122 sensor,INS-1E GSIS act
NNC(=O)c1ccc(Cl)cc1,1.1,-4.9,-0.7,-3.4,-21.4,0.0,-1.4
CN1CC[C@@H]2CN[C@H](c3ccccc3)C[C@@H]21,3.1,-0.3,-6.3,1.6,-20.9,.,34.9
Cc1ccccc1-c1ccc([C@@H]2[C@H]3CN(C(=O)Cc4ccccn4)CCCCN3[C@H]2CO)cc1,-1.4,.,-6.2,-6.9,-7.7,1.8[16.7 µM],-4.0
CCc1cc2c(N3CCN(C)CC3)ncnc2s1,.,3.0,.,.,2.0,-6.4,.

High-throughput results: PubChem BioAssay, Broad Institute

This is a subset; the hit share may differ from the screen's.
